# GRP78 ERSR act = qHTS for Inducers of the Endoplasmic Reticulum Stress Response (ERSR) in Human Glioma: qHTS; U87-MG GRP78 promoter luciferase reporter, 16 h; Potency, µM, without a hit: at the top dose activation, most hits filed as activators; 420,000 compounds, 0.02% hits; further: potency means the concentration at half of the fitted maximal effect; series mostly up to about 76 µM; % of control where 0% means no effect; nearly all actives have a fitted effect of over 35% in size
#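 Stably transfected U87-MG glioma cells carrying a GRP78-based luciferase sensor; 16 h compound incubation. Luminescence end-point read 10 min after Bright-Glo addition at room temperature.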
# BLM helicase inh = qHTS Assay for Inhibitors of Bloom's syndrome helicase (BLM); 350,000 compounds, 0.2% hits; RecQ-like DNA helicase BLM (Homo sapiens), P54132; Potency, µM (highest dose often 56.1 µM), without a hit: at the highest dose activity change, negative = inhibition, hits mostly inhibitors; recombinant BLM DNA unwinding, fluorescence dequenching;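 further: potency means the concentration at half of the fitted maximal effect; plate controls were vehicle for no effect and no enzyme for full effect; nearly all actives have a fitted effect of over 35% in size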
# LDHA inh = qHTS assay for inhibitors of human lactate dehydrogenase; activity change, % (values are at about 110 or 230 µM); AID 1347041, 2019; 480,000 compounds, 0.15% hits; L-lactate dehydrogenase A chain (Homo sapiens), P00338; purified LDHA, NADH/diaphorase-resazurin fluorescence; active compounds read low; in the data active means activity change below about -30%; inconclusive means mostly about -25% to -30%;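 further: plate controls were DMSO wells for no effect and wells without enzyme for full effect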
#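 Human LDH5 at 2 nM final in Tris HCl pH 7.4 with 0.06 mM NADH and 0.2 mM pyruvate, reacted 5 minutes at room temperature. Remaining NADH coupled via diaphorase/resazurin; resorufin fluorescence read at 0 and 20 minutes, normalized to enzyme-free and DMSO wells.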
# Pol iota inh = qHTS for Inhibitors of Polymerase Iota | Pol iota fluorescent replication assay, 10 min | 390,000 compounds, 1% hits | Potency, µM (highest dose often 115 µM), without a hit: top-dose activity, negative = inhibition, usual class: inhibitors | DNA polymerase iota (Homo sapiens), Q9UNA4; further: potency means the concentration at half of the fitted maximal effect
#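 Fluorescent replication assay read twice, at 0 min and 10 min after adding 50 nM (final) substrate. Enzyme (10 nM) and compounds were first incubated 15 min at room temperature; enzyme-free buffer wells were negative controls.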
# Pol eta inh = qHTS for Inhibitors of Polymerase Eta; Potency, µM (series often up to 114 µM), without a hit: top-dose activity change, negative = inhibition, hits mostly inhibitors; DNA polymerase eta (Homo sapiens), Q9Y253; AID 588591, 2011; recombinant Pol eta, fluorescent DNA replication assay; 390,000 compounds, 1.2% hits; further: potency means the concentration at half of the fitted maximal effect; on the % scale 0 is the no-effect control and ±100 the full control effect
# Target sequence (Q9Y253 whole entry, looked up): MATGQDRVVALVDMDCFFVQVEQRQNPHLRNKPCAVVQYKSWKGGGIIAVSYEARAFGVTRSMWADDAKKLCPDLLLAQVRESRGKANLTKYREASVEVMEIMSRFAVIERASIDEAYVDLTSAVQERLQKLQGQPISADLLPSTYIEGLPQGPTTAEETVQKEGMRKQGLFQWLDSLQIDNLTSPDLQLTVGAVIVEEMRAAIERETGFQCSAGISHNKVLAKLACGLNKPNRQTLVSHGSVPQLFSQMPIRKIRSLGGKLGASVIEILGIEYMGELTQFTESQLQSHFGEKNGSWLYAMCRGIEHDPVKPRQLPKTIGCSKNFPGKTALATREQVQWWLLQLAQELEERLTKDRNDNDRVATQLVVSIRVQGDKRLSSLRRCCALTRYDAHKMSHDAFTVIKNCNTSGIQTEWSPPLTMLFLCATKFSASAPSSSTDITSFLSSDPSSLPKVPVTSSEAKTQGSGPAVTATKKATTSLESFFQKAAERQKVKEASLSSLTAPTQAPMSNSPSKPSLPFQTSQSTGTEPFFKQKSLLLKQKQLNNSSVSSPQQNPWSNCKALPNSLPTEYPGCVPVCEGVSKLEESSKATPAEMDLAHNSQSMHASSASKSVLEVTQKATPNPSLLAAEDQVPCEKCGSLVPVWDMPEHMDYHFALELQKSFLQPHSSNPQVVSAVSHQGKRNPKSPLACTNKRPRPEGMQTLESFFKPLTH
#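 Pol eta at 10 nM preincubated with compounds 15 min at room temperature; reaction started with fluorescent substrate (50 nM final) and read kinetically at 0 and 10 min.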
# Anesthetic bind = qHTS Assay for Identification of Novel General Anesthetics | Ferritin light chain (Equus caballus), P02791 | apoferritin/1-aminoanthracene competitive binding, fluorescence | Potency, µM (top dose mostly 77.5 µM), without a hit: at the highest dose activity change, negative = displacement, usual class: inhibitors | 350,000 compounds, 0.074% hits; further: potency means the concentration at half of the fitted maximal effect; on the % scale 0 is the no-effect control and ±100 the full control effect; nearly all actives have a fitted effect of over 20% in size
#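 10 uM apoferritin + 50% sat. 1-AMA, PBS; cpd 10 min RT; Ex380/Em535 endpoint; normalized to free probe vs complex; 4-param Hill fit; propofol titration as pos. ctrl.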
# POLK inh = qHTS for Inhibitors of Polymerase Kappa; purified Pol kappa, fluorescent DNA synthesis assay, 10 min; 400,000 compounds, 0.53% hits; DNA polymerase kappa (Homo sapiens), Q9UBT6; AID 588579, 2011; Potency, µM (doses to about 107 µM), without a hit: at the top dose activity, negative = inhibition, actives largely listed as inhibitors; further: potency means the concentration at half of the fitted maximal effect; on the % scale 0 is the no-effect control and ±100 the full control effect
#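 10 nM Pol kappa preincubated 15 min at room temperature with compounds, then reaction started with substrate at 50 nM final. Fluorescence read kinetically at 0 and 10 min; buffer-only wells served as negative control.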
# Pol beta inh = qHTS Assay for Inhibitors of DNA Polymerase Beta; Pol beta primer extension/strand displacement, fluorescence kinetic; Potency, µM (doses to about 114 µM), for the others: at the top dose activity change, negative = inhibition, most hits filed as inhibitors; 340,000 compounds, 1.3% hits; further: potency means the concentration at half of the fitted maximal effect; on the % scale 0 is the no-effect control and ±100 the full control effect
#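 Homogeneous kinetic assay of primer extension and strand displacement by 10 nM Pol beta, preincubated 15 min at room temperature with compound before 50 nM substrate (final) was added. Read at 0 and 10 min; four-parameter Hill fit.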
# APEX1 inh = qHTS Assay for Inhibitors of the Human Apurinic/apyrimidinic Endonuclease 1 (APE1) | Potency, µM (highest dose often 65.8 µM), without a hit: at the highest dose activity change, negative = inhibition, actives largely listed as inhibitors | 350,000 compounds, 0.35% hits | AID 2517, 2012 | recombinant APE1, TAMRA/BHQ-2 abasic DNA cleavage fluorescence;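 further: potency means the concentration at half of the fitted maximal effect; plate controls were vehicle for no effect and reference inhibitor for full effect; nearly all actives have a fitted effect of over 55% in size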
# Target sequence (P27695 whole entry, looked up): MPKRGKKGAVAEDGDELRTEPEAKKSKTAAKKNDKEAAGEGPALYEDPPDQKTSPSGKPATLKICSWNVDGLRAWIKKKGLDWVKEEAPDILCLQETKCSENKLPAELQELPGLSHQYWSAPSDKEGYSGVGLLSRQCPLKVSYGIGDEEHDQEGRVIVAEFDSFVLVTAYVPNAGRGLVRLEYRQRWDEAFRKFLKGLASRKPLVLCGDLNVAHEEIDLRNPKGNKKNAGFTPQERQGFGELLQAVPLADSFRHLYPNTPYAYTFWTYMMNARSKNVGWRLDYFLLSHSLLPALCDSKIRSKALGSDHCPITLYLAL
#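 Substrate: short duplex with […] THF abasic site, 5'-TAMRA and 3'-BHQ-2, 50 nM final. APE1 at 0.75 nM, preincubated 15 min RT with compound. Fluorescence increase from first to third read measured activity.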
# * hit, by the source's call; ? = inconclusive; / = no result given; & = joins results of further samples; [ ] = another dose, or the depositor's remark. Unless noted, the call rests on the fitted dose curve; in most records, active means well fitted curve in the direction sought with a large enough effect; inconclusive means small, poorly fitted or top-dose-only effect, or another doubt; inactive means no such curve, though single readings can be large; an effect the other way counts as inactive or inconclusive. This is a subset, so the mix of outcomes need not match the whole.
SMILES,GRP78 ERSR act,BLM helicase inh,LDHA inh,Pol iota inh,Pol eta inh,Anesthetic bind,POLK inh,Pol beta inh,APEX1 inh
O=C(CSCc1cnn(-c2ccccc2)c1-n1cccc1)Nc1ccc(F)cc1F,-1.2%,-2.5%,0.8,13.2%,-1.7%,-15.1%,-5.3%,23.9%,/
CCOC(=O)N/N=C(\C)c1ccc(C)o1,0.9%,-6.1%,1.4,45.8%[activator],-9.6%,-5.8%,1.7%,14.4%,3.6%
CCCn1c(SCC(=O)N2c3ccccc3CC2C)n[nH]c1=O (stereo unspecified),-3.6%,/,3.9,73.4%[activator],-3.7%,/,-3.1%,/,-12.7%
Cc1c(N(C)C(=O)COc2ccc3ccccc3c2)c(=O)n(-c2ccccc2)n1C,-5.2%,-2.2%,2.7,56.0%[activator],-18.2%,-1.0%,7.7%,5.1%,83.0%[activator]
CCOc1ccc(NC(=O)c2oc3ccccc3c2NC(=O)C(C)(C)C)cc1,0.7%,-13.1%,5.5,22.2%,-24.9%,34.9%[activator],-6.1%,0.5%,/
CC(C)Cc1cc(C(=O)O)c2ccccc2n1,-2.9%,/,-1.8,21.0%,-9.9%,/,-3.4%,/,/
CC(C)COc1cccc(C(=O)Nc2ccc(N3CCOCC3)cc2N2CCOCC2)c1,-2.9%,/,10.3,21.2%,-4.5%,/,-0.7%,/,-15.1%
Nc1nc(-c2ccc(Cl)cc2)nn1C(=O)c1cccs1,2.6%,1.3%,0.0,62.6%[activator],-18.0%,-3.8%,-1.7%,9.6%,-2.2%
CCN(CC)S(=O)(=O)c1ccc(NC(=O)c2cc(-c3cccs3)nc3ccccc23)cc1,-3.8%,-1.8%,-6.5,14.0%,3.6%,5.6%,-6.7%,35.9%,-3.5%
CCn1cc(Br)c(C(=O)NCc2ccco2)n1,1.1%,-2.4%,-2.2,-16.5%,12.7%,-12.5%,-6.9%,16.1%,0.5%
O=C(CCCCCNC(=O)c1ccccc1)N/N=C/c1ccccc1O,6.5%,4.3%,-1.1,237.2%,-6.3%,-4.1%,-5.6%,41.4%,-7.3%
Cc1c(Cl)cccc1N/C(SCC(=O)N1CCCCCC1)=C(/C#N)c1nc2ccccc2s1,-4.9%,-8.8%,-14.4,21.2%,-20.7%,-8.8%,6.9%,-2.7%,-5.3%
Cc1cc(C)c(S(=O)(=O)Nc2nnc(C(C)C)s2)c(C)c1,-1.8%,1.1%,-0.5,24.3%,-6.6%,-5.7%,0.8%,17.3%,9.4%
CCOC(=O)c1ccc(NS(=O)(=O)c2ccc3c(c2)n(C)c(=O)n3C)cc1,-5.0%&-3.9%,-1.4%&-0.4%,0.9&0.3,89.2%[activator],-13.1%&-11.9%,-8.1%&-12.9%,-4.5%&5.9%,20.2%&2.3%,5.3%
COc1cnc(-c2ccccn2)nc1NC(C)C,-5.1%,0.5%,21.4,37.0%[activator],-9.0%,-8.7%,-5.5%,3.9%,-1.9%
COc1ccc(C(=O)OCC(=O)c2c(N)n(C)c(=O)n(C)c2=O)c(OC)c1OC,0.7%,/,-0.9,38.1%[activator],0.4%,/,-2.7%,/,5.8%
Cc1ccc(S(=O)(=O)CCc2nnc(NC(=O)C3CCCCC3)s2)cc1,-2.9%,1.4%,-2.8,15.9%,-16.4%,-3.0%,-2.4%,8.4%,3.6%
CCCN(CCC)CCNC(=O)c1sc2nc3n(c(=O)c2c1C)CCCCC3,-2.4%,-1.9%,1.0,72.5%[activator],5.2%,-16.4%,-5.2%,-11.2%,/
Cc1nc(C)c(CCNC(=O)c2ccccc2)s1,-1.4%,-1.1%,-12.7,14.9%,-1.5%,-5.8%,-5.8%,5.5%,0.4%
CCOC(=O)CNC(=O)c1ccc(-c2nn(C)c(=O)c3ccccc23)cc1,-1.6%,-1.9%,-4.9,23.1%,-21.5%,-2.9%,-3.5%,1.0%,/
Cc1nn(-c2ccccc2)c(N)c1C(O)(CSc1nccn1C)C(F)(F)F (stereo unspecified),-4.5%,-2.2%,-0.4,31.4%[activator],-2.3%,-10.1%,-17.3%,31.0%,0.8%
ClC1CCCCC1n1nnc2ccccc21 (stereo unspecified),-4.3%,/,-3.1,131.3%[activator],-0.7%,/,-10.9%,/,/
COC(=O)c1ccc(-c2ccc(/C=N/N3C(=O)C4C5C=CC(CC5)C4C3=O)o2)cc1 (stereo unspecified),3.5%,1.3%,-10.2,55.9%[activator],-2.9%,-5.0%,-11.2%,?,-0.6%
CCN(CC(=O)Nc1c(F)cccc1F)C(=O)CCCc1c[nH]c2ccccc12,-1.3%,-2.7%,7.4,4.1%,-9.7%,-5.5%,-16.1%,37.0%,6.2%
CC(=O)c1ccc(Nc2nc3ccccc3nc2NS(=O)(=O)c2cccs2)cc1,-2.9%,-0.6%,-2.0,-17.3%,-0.9%,-0.6%,-1.4%,18.6%,-5.9%
COc1ccc(C(C)C)cc1S(=O)(=O)n1cnc(C)c1,-3.5%,-7.3%,0.6,6.1%,-18.0%,-14.1%,-19.0%,-0.7%,8.8%
COC(=O)[C@]1(Cc2ccccc2)N[C@H](CN(C)C(=O)C2CCCCC2)[C@@H]2C(=O)N(Cc3ccccc3)C(=O)[C@@H]21,-4.6%,/,-4.3,7.7%,-10.7%,/,3.3%,/,24.7%
O=C(Cc1ccccc1F)Nc1cccc2cccnc12,0.0%,-1.0%,-4.7,14.8%,-9.5%,-8.3%,-0.2%,21.2%,2.1%
Cc1c(C#N)c(O)[nH]c(=O)c1N=Nc1ccc(S(N)(=O)=O)cc1,-0.9%,-6.1%,3.7,?,25.1µM*,3.3%,-41.3%,7.2%,?
COc1ccc(CCNC(=O)Cn2cnc3c(nnn3Cc3ccccc3F)c2=O)cc1OC,-2.3%,-8.1%,-8.6,19.8%,-1.4%,-8.6%,-18.3%,-13.3%,-2.7%
CC(C)N=c1scc(-c2cccs2)n1/N=C/c1ccc(O)c(O)c1O,7.0%,-21.1%,25.6,?,?,?,?,2.24µM*,-6.9%
CCNC(=S)N(Cc1ccc2c(c1)OCO2)C1CC(=O)N(c2ccc(OC)cc2)C1=O (stereo unspecified),-3.7%,-1.3%,-5.4,11.1%,-12.8%,5.4%,-9.1%,-12.1%,-11.2%
O=C(N1CCOCC1)C1(c2ccccc2)CCCCC1,-1.2%,-2.2%,-10.4,35.7%[activator],-11.4%,-9.5%,-3.7%,-0.5%,-3.0%
COc1cc2[nH]c3c(=O)n(CCN4CCOCC4)cnc3c2cc1OC,2.5%,-4.9%,7.1,28.9%,-10.9%,9.0%,-10.4%,10.8%,18.3%
COc1ccc(NC(=O)c2ccc(CNc3c(N4CCCC4)c(=O)c3=O)cc2)cc1Cl,-0.9%,-3.4%,-7.9,?,-3.3%,-5.5%,-8.0%,-2.5%,-2.2%
CC(=O)Nc1ccc(-c2cc3ccccc3o2)cc1,-2.6%,-3.3%,-2.1,-4.4%,-12.6%,-1.8%,-14.4%,19.7%,9.5%
COCCSc1nnc(NC(=O)c2cc(C(=O)OC)cc([N+](=O)[O-])c2)s1,-2.9%,2.9%,-10.3,58.0%[activator],-14.5%,-0.8%,-0.6%,-1.1%,3.5%
CCCOc1ccc(/C=C2\SC(=S)N(CC3CCCO3)C2=O)cc1 (stereo unspecified),-3.5%,-5.4%,-3.8,9.1%,-8.4%,-8.2%,-4.2%,21.8%,-0.4%
O=C(CSc1nnc(CNC(=O)c2ccc(F)cc2)o1)Nc1nccs1,-4.4%,0.1%,-13.3,8.7%,-7.4%,-4.5%,-16.2%,24.4%,-13.9%
COCCNC(=O)C(c1ccc(C)cc1)N(C(=O)CCC(=O)Nc1ccccn1)c1cccc(C)c1 (stereo unspecified),-3.7%,-5.2%,-13.0,-11.7%,-6.1%,-3.9%,-1.0%,24.2%,7.8%

# Three entries from above, as tab-separated lines:
molecule	GRP78 ERSR act	BLM helicase inh	LDHA inh	Pol iota inh	Pol eta inh	Anesthetic bind	POLK inh	Pol beta inh	APEX1 inh
CC(=O)Nc1ccc(-c2cc3ccccc3o2)cc1	-2.6%	-3.3%	-2.1	-4.4%	-12.6%	-1.8%	-14.4%	19.7%	9.5%
CCNC(=S)N(Cc1ccc2c(c1)OCO2)C1CC(=O)N(c2ccc(OC)cc2)C1=O (stereo unspecified)	-3.7%	-1.3%	-5.4	11.1%	-12.8%	5.4%	-9.1%	-12.1%	-11.2%
Cc1c(C#N)c(O)[nH]c(=O)c1N=Nc1ccc(S(N)(=O)=O)cc1	-0.9%	-6.1%	3.7	?	25.1µM*	3.3%	-41.3%	7.2%	?

# Next section
SMILES,GRP78 ERSR act,BLM helicase inh,LDHA inh,Pol iota inh,Pol eta inh,Anesthetic bind,POLK inh,Pol beta inh,APEX1 inh
CCCC(=O)C1=C(O)C(C(=O)OC)C(C)(C)CC1=Nc1ccc(OC)cc1 (stereo unspecified),-2.7%,-1.0%,0.0,-7.1%,-5.7%,-14.6%,-2.8%,3.9%,-3.2%
N#Cc1ccc(-c2nc3cc(Cl)ccc3c(=O)n2O)cc1,-5.6%,-0.5%,0.5,-16.9%,-1.7%,30.1%[activator],-9.4%,12.2%,-4.3%
O=C(COC(=O)C12CC3CC(CC(C3)C1)C2)Nc1ccccc1F,5.0%,-5.8%,-0.8,17.3%,-23.7%,?,-6.7%,14.5%,-2.3%
O=C(COC(=O)/C=C/c1ccc([N+](=O)[O-])cc1)NC(=O)NC1CCCCC1,-1.5%,/,-2.7,-12.7%,-8.7%,/,4.1%,/,-0.5%

# Screening data deposited in PubChem by National Center for Advancing Translational Sciences (NCATS).
